ERp5 inh: inhibitors of human ERp5 | Q15084 | ERp5 insulin aggregation, absorbance 650 nm, 90 min | inhibition, % at 9.99 µM | 350,000 tested, 0.05% active;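 active means mean replicate inhibition above about 25%, with every replicate also reaching it, limit read from the data, passing the limit was not always enough; inconclusive means only one of those two criteria met; inactive means neither criterion met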
RAD52 inh: inhibitors of human RAD52 DNA annealing; inhibition, % at 18.7 µM; 360,000 tested, 0.46% active; AID 651710; recombinant RAD52 DNA annealing, FRET fluorescence; P43351;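 active means every replicate showing at least 50% inhibition; inconclusive means mean inhibition at least 50% but not in every replicate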
Target sequence (P43351 whole entry, looked up): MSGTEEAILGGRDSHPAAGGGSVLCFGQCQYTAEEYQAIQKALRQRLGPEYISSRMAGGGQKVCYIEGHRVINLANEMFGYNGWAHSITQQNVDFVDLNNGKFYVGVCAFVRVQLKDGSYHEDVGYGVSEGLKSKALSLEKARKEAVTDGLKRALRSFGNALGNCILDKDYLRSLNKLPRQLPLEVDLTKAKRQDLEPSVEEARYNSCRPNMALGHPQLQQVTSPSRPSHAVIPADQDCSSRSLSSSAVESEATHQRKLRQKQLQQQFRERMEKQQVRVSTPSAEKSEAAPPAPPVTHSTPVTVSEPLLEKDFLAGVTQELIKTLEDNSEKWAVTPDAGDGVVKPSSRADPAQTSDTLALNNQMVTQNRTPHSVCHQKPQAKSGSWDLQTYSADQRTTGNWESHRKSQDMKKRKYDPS
ARNT-TACC3 inh: disruptors of human ARNT/TACC3 interaction; AlphaScreen His-ARNT PAS-B/GST-TACC3 binding, luminescence; TACC3 fragment carries E629A point mutation; inhibition, % at 9.99 µM; 390,000 tested, 0.66% active; AID 623870;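 active means mean inhibition of replicates at least 50% and at least half of replicates each reaching 50%; inconclusive means half or more replicates reach 50% but mean below 50%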;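 further: 0% = complete ARNT plus TACC3 wells and 100% = ARNT alone without TACC3; many hits fall short of the cut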
RAD54 inh: inhibitors of human RAD54 branch migration | Q92698 | 360,000 tested, 0.14% active | AID 602329 | RAD54 Holliday junction branch migration, FAM/BHQ fluorescence | inhibition, % at 10.4 µM;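 active means mean normalized replicate activity at least 40 and at least half of replicates scoring 40 or more; inconclusive means only one of the two criteria met; inactive means mean below 40 and under half of replicates reaching 40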;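 further: 0% = median of neutral control wells and 100% = median of positive control wells; inhibitors cause a drop in the FAM fluorescence signal; in these data hits start at about 50%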
CASP6 VEID inh: caspase-6 (human) enzyme inhibition. P55212. purified caspase-6, Z-VEID-R110 cleavage fluorescence. inhibition, % at 12.5 µM. 350,000 tested, 0.53% active;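 active means mean inhibition across replicates at least about 35%, with every replicate also reaching that limit, limit read from the data; inconclusive means only one of the two criteria met; inactive means neither criterion met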;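 further: 0% = median of neutral control wells and 100% = no fluorescence left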
Target sequence (P55212 24-179 limits assumed): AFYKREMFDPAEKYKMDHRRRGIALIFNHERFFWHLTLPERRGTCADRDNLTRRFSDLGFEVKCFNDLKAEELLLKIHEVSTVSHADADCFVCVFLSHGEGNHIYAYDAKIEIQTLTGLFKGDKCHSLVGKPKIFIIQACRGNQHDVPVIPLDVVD
Target sequence (P55212 194-293 limits assumed): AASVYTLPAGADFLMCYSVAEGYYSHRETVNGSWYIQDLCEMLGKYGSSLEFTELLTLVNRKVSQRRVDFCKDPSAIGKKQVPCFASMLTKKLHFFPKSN
E-sel inducer: induces E-selectin expression in human endothelial cells | P16581 | HUVEC E-selectin immunofluorescence imaging; normalized: neutral wells 0, TNF-alpha wells 100 | activation, % at 7.58 µM | 260,000 tested, 0.37% active;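 active means mean E-selectin-positive cell signal at least 10% of the positive control, reached in at least 60% of replicates, without over 20% cell loss; inconclusive means no rule given, readout overlaps actives, possibly toxicity-flagged; inactive means the rest, including those meeting only one limit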;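 further: in these data hits start at about 27%; measured in HUVEC primary endothelial cells; signal is the percent of cells scored E-selectin positive by PE staining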
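Test system: HUVEC | Signal: Immunofluorescence imaging | Read-out: Percent E-selectin-positive cells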
esBAF inh: SWI/SNF esBAF complex inhibition; mouse ES cells, Bmi1-luciferase knock-in reporter, 24 h; 100% = twice the neutral-well signal; reporter increase, % at 12.5 µM; 350,000 tested, 2% active; in the data active means activation above about 40%; inconclusive means no clear call, values can overlap the other calls;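 further: 0% = median of the plate's neutral control wells and 100% = double that signal; a rise in the Bmi1 reporter signal indicates esBAF inhibition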
PglD inh: inhibitors of Campylobacter jejuni PglD acetyltransferase; purified PglD enzyme, DTNB colorimetric CoA detection; inhibition, % at 12.5 µM; 360,000 tested, 0.098% active; in the data active means inhibition above about 16%, passing the limit was not always enough; inconclusive means no clear call, values can overlap the other calls; further: strong numbers were not always called active
An asterisk follows results filed as active; u = inconclusive; x = no result given.

Structure	esBAF inh	PglD inh	ARNT-TACC3 inh	RAD54 inh	ERp5 inh	RAD52 inh	E-sel inducer	CASP6 VEID inh
CC(C)CC#Cc1ccc2c(c1)O[C@@H](CN(C)C(=O)c1ccccc1)[C@H](C)CN([C@H](C)CO)S2(=O)=O	1	-6	10	-3	4	-2	-0.1	-2
O=C(CSc1nc2c(c(=O)n1-c1ccccc1)SCC2)NCC1CCCO1 (centres undefined)	-3	x	x	x	4	-4	-0.6	-1
COc1nc(NCCc2ccc(OC)c(OC)c2)nc(Nc2ccccc2)n1	21	4	13	2	0	-5	x	0
CC(=O)N1CCN(c2cc(N3CCc4ccccc4C3)c(F)cc2[N+](=O)[O-])CC1	0	13	17	6	0	-8	x	2
CC(C)c1ccc(NC2CCCN(C(=O)CCN3CCCCO3)C2)cc1 (centres undefined)	-9	-1	-1	-3	1	-17	-0.2	0
COc1cc(/C=N/Nc2nc3ccccc3[nH]2)cc(Br)c1OCC(=O)N(C)C	-4	1	-2	13	0	-6	7.2	12
CCOc1ccc(CNC(=O)CCSCc2ccccc2F)cc1OC	x	x	15	x	2	-9	-0.3	2
O=C(c1ccc(F)cc1)N1CC[C@@H]2[C@H](CO)Nc3ccc(-c4ccccc4F)cc3[C@@H]21	5	3	12	-2	3	-66	0.0	2
CCOc1ccccc1NC1c2ccccc2C(=O)N1Cc1ccco1 (centres undefined)	0	1	5	2	-2	-15	-0.2	2
CCCCn1ccnc1C(=O)c1cccc(S(=O)(=O)N2c3ccccc3CC2C)c1 (centres undefined)	3	-4	3	1	x	x	x	x
Nc1ccc2oc(-c3ccccc3Cl)cc(=O)c2c1O	60*	1	0	-13	0	-2	-0.2	-1
Cc1onc(-c2c(Cl)cccc2Cl)c1-c1nc2cc(Cl)ccc2c(=O)o1	6	5	x	-1	0	-19	4.5	2
Cc1nn(-c2ccccc2)c(C)c1NC(=O)COC(=O)c1ccc(Cl)c(S(N)(=O)=O)c1	-8	-3	-9	-6	4	-17	0.0	-3
COc1ccc(S(=O)(=O)Nc2ccc3c(c2)C(=O)N([C@@H](C)CO)C[C@@H](C)[C@@H](CN(C)C(=O)NC(C)C)OCCCC[C@H](C)O3)cc1	-5	-2	-7	-9	2	17	0.3	-1
CCOC(=O)c1sc(C)c2c1NC(c1ccc(N(C)C)cc1)NC2=O (centres undefined)	-10	-3	-2	-2	x	x	x	x
COc1ccc(OCC(=O)NCCCN2CCOCC2)cc1	-5	-5	5	4	x	x	x	x
CCOC(=O)C1C(=O)NC(c2ccccc2)=NC1c1ccc(Br)cc1 (centres undefined)	-2	5	-1	-6	5	-3	x	x
Cc1ccc(CNC(=O)c2cc(-c3cc(C)cc(C)c3O)n[nH]2)cc1	-9	0	5	-2	3	-5	-1.5	-4
Cc1ccc(-c2cnc3c(c2)C(=O)N([C@H](C)CO)C[C@H](C)[C@@H](CN(C)C(=O)c2cccc(F)c2)O3)cc1	2	0	-2	1	3	9	-0.6	-1
COC(=O)C(C(=O)OC)C(CC(=O)c1ccc(Br)cc1)c1ccccc1 (centres undefined)	6	-4	-4	5	-1	-9	-0.1	1
CCCN(CC(=O)Nc1cccc(Br)c1)CC(=O)Nc1ccc(F)c(F)c1F	1	0	-5	-2	x	x	x	x
C[C@@H]1CN([C@H](C)CO)C(=O)c2cc(NC(=O)Cn3cnnn3)ccc2O[C@@H]1CN(C)C	0	7	-8	-21	0	-27	x	2
COc1ccc(NC(=O)N(C)C[C@@H]2Oc3ccc(NC(=O)Cn4cnnn4)cc3CC(=O)N([C@H](C)CO)C[C@@H]2C)cc1	6	1	-20	1	2	9	x	-3
COCC(=O)N1CC(=O)N2[C@H](C1)[C@H](c1ccc(C#CC3CCCC3)cc1)[C@@H]2CO	x	x	x	x	0	7	0.2	-2
Cc1ccc(C(=O)CSc2nc3cccnc3n2C)cc1	2	3	-22	0	x	x	x	x
C[C@H]1CN([C@@H](C)CO)C(=O)c2cc(C#Cc3ccc(F)cc3)cnc2O[C@@H]1CN(C)Cc1ccccn1	-1	4	18	-1	6	22	-0.4	3
CC(=O)N1c2ccc(S(=O)(=O)N3CCCC(C(=O)Nc4cccc(F)c4)C3)cc2CC1C (centres undefined)	2	-2	25	-1	4	-17	x	1
O=C(NCCc1c[nH]c2ccccc12)C(F)(F)C(F)F	8	3	3	-1	-2	-11	x	-6
Cc1nc2ccccn2c1/C(O)=C1\C(=O)C(=O)N(CCN(C)C)C1c1ccco1 (centres undefined)	x	x	29	x	4	-21	0.1	-5
Cc1nc2ccc(F)cc2cc1C(=O)Nc1ccc(Cl)c(Cl)c1	x	x	-4	x	-1	-22	x	2
N#Cc1ccc(-c2ccc([C@H]3[C@H](CO)N4CCCCN(C(=O)Nc5ccc(F)cc5)C[C@@H]34)cc2)cc1	-4	1	x	-22	2	-5	-0.5	-2
O=C(CNC(=O)c1ccc2c(c1)OCO2)Nc1ncccc1O	x	1	15	4	5	-21	1.8	9
C[C@@H]1CN([C@@H](C)CO)C(=O)Cc2cc(NC(=O)Cn3cnnn3)ccc2O[C@@H]1CN(C)Cc1ccc2c(c1)OCO2	2	1	-19	2	1	0	x	-1
COCCn1cnc2c1c(=O)n(Cc1c(F)cccc1Cl)c(=O)n2Cc1ccccc1	8	-3	10	-1	0	-20	0.0	-2
O=C(O)Cc1ccc(NC(=S)Nc2ccc(Br)cc2Cl)cc1	-6	-5	-3	-4	-2	-20	0.0	4
C[C@H]1CN([C@@H](C)CO)C(=O)c2cc(NS(=O)(=O)c3cn(C)cn3)ccc2O[C@H]1CN(C)Cc1ccc(C(=O)Nc2ccccc2N)cc1	-7	6	5	-3	5	16	x	1
O=C1N/C(=N/O)S/C1=C/c1cccnc1	8	7	-2	-2	-4	-15	0.1	x
CC1=NN(C(=O)c2cccc(Cn3nc(C)c([N+](=O)[O-])c3C)c2)C(O)(C(F)(F)F)C1 (centres undefined)	-5	x	2	x	3	-11	x	0
CC(NC(=O)COC(=O)c1ccc[nH]c1=O)c1ccccc1 (centres undefined)	-4	-8	-8	-16	-2	-4	1.1	-1
Cc1oc(-c2cc(F)cc(F)c2)nc1CN1CCSCC1	x	x	-20	x	-7	-16	x	1
CC(=O)NC[C@H]1[C@H](c2ccc(C3=CCCCC3)cc2)[C@H](CO)N1C(=O)NC(C)C	6	-2	x	3	x	x	0.2	x
Cc1ccccc1-c1cc(C(=O)NCc2cccc(Br)c2)nn1CC1CC(c2cccc([N+](=O)[O-])c2)=NO1 (centres undefined)	-8	3	-7	6	-1	-9	0.5	2
CC(C)(C)N(CC#CCC(O)(c1ccccc1)c1ccccc1)CCO	-3	x	-2	x	x	-15	x	-1
O=C(CC1CCCC1)Nc1nc2ccccc2[nH]1	62*	-3	1	9	x	x	x	x
CC=Cc1ccc2n(c1=O)C[C@@H]1[C@@H](CO)[C@H](C(=O)NCc3ccccn3)[C@H]2N1CCC (mixture of isomers)	2	3	5	-3	7	96*	-1.7	-2
CC(C)Cn1cnc2c(N)nc3ccccc3c21	2	6	1	5	-4	3	u	2
CCOC(=O)c1c(C)sc2c1N(C(C)=O)c1cc(Cl)ccc1S2	-9	3	-2	8	x	x	x	x
C[C@H](CO)N1C[C@H](C)[C@H](CN(C)S(=O)(=O)c2ccccc2)Oc2ncc(-c3cccc(F)c3)cc2C1=O	0	2	-4	-1	-3	8	0.1	-1
O=C1CCCN1CCCNc1nc(NCc2cccs2)nc2ccsc12	-4	1	x	-10	0	-12	0.1	-3
CCC(=O)N1C[C@@H]2[C@H](c3ccccc31)[C@@H](CO)N2Cc1cc(F)ccc1F	1	-1	2	3	-2	-5	0.6	0
COC(=O)[C@]1(C)N[C@H](CN(C)S(=O)(=O)c2ccc(OC)cc2)[C@@H]2C(=O)N(C)C(=O)[C@@H]21	-6	-2	-7	-6	2	13	x	19
COc1ccc(S(=O)(=O)Nc2cccc3c2O[C@H](CN(C)C(=O)Nc2c(C)noc2C)[C@H](C)CN([C@@H](C)CO)C3=O)cc1	-2	-3	-4	-26	-14	-3	63*	-1
COC(=O)N/N=C/c1cn(Cc2ccccc2F)c2ccccc12	4	-2	9	-6	1	-14	3.2	3
COc1ccc(Cc2c(-c3ccc(Cl)cc3)nc3c(C)cc(Br)cn23)c(C)c1	-1	1	x	10	-4	-62	x	-2
COc1ccc(CCNC(=O)CCC(=O)c2cccs2)cc1OC	-7	-5	-1	-14	0	-7	-0.3	-2
CC#CCCCC(=O)Nc1ccc(C(=O)O)cc1	-8	1	18	4	x	x	x	x
Cc1ccc(NC(=O)C2CCCN2C(=O)OCc2ccccc2)c(C)c1 (centres undefined)	1	0	-4	1	1	0	0.0	3
CCc1nnc(NC(=O)CSc2nnc(CNC(=O)c3ccccc3F)n2C)s1	-3	-5	-3	6	5	-10	-0.1	-1
O=C(NNC(=O)c1ccccc1OCc1ccccc1)c1ccccc1O	5	5	-4	0	1	-8	-0.2	0
O=C(NCc1ccccc1)[C@@H]1CCCN1C(=O)[C@@H](NS(=O)(=O)c1ccc(F)cc1F)C1CCCCC1	x	x	x	x	-4	4	1.2	-3

Profiles, quoted from the list.
Shown for CC=Cc1ccc2n(c1=O)C[C@@H]1[C@@H](CO)[C@H](C(=O)NCc3ccccn3)[C@H]2N1CCC (mixture of isomers) = esBAF inh: 2; PglD inh: 3; ARNT-TACC3 inh: 5; RAD54 inh: -3; ERp5 inh: 7; RAD52 inh: 96*; E-sel inducer: -1.7; CASP6 VEID inh: -2
Shown for CC#CCCCC(=O)Nc1ccc(C(=O)O)cc1 = esBAF inh: -8; PglD inh: 1; ARNT-TACC3 inh: 18; RAD54 inh: 4; ERp5 inh: x; RAD52 inh: x; E-sel inducer: x; CASP6 VEID inh: x

The listing continues.
Structure	esBAF inh	PglD inh	ARNT-TACC3 inh	RAD54 inh	ERp5 inh	RAD52 inh	E-sel inducer	CASP6 VEID inh
Cc1onc(-c2c(Cl)cccc2Cl)c1C(=O)NCc1cccs1	x	x	-7	x	1	-10	2.0	4
O=C(c1cccc(C(F)(F)F)c1)N1CCCCCC1	-11	-5	3	5	x	x	x	x
c1ccc(OCCSc2nnnn2-c2ccccc2)cc1	28	1	-7	-8	x	x	x	x
Cc1cc(C)nc(NC(=S)Nc2cccc(F)c2)c1	10	10	-4	2	-6	-9	x	-4

Bioassay records as filed in PubChem BioAssay.
